# DAX1 inh-1 – blocks DAX1 repression of SF-1 activated StAR promoter; HEK293T StAR-luciferase reporter, SF-1/DAX-1 repression relief; inhibition, % at 6.8 µM; 370,000 tested, 1.1% active; AID 652010;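 active = inhibition above the mean over all tested compounds plus 3 SD, cut at about 3.6% in these data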;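 also: 0% = DAX-1 cells with DMSO and 100% = cells lacking DAX-1 with DMSO; higher inhibition means more luminescence from relief of DAX-1 repression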
# DAX1 inh-2 – NR0B1 (DAX1) inhibition; inhibition, % at 6.75 µM; 340,000 tested, 0.99% active; AID 504766; HEK293 Gal4-DAX1 luciferase reporter, luminescence;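 active = inhibition above the mean over all tested compounds plus 3 SD, cut at about 4.2% in these data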;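 also: 0% = DAX1-transfected cells with DMSO and 100% = empty-vector control cells with DMSO; inhibition shows as a rise in luminescence from relieved DAX1 repression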
# Target sequence (P51843 207-470 limits assumed): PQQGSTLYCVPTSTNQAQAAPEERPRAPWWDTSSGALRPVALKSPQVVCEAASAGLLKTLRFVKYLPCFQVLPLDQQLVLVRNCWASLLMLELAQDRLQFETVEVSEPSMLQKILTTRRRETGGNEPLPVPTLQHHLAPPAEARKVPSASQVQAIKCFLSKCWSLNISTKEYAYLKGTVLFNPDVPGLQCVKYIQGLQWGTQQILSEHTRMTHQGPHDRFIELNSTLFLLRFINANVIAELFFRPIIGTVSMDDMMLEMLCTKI
# hgDAF12 agonist – agonists of H. glycines DAF-12 nuclear receptor | 370,000 tested, 1.8% active | HEK293 GAL4-hgDAF12 UAS-luciferase reporter, agonist luminescence; normalized to butyrate control | activation, % at 6.8 µM;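 active = activation above a cutoff set at the mean of all screened compounds plus 3 SD, cut at about 10% in these data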;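 also: 0% = DMSO wells and 100% = sodium butyrate wells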
# ADAM17 inh – ADAM17 inhibition, QFRET primary screen; P78536; recombinant ADAM17, EDANS/DABCYL FRET peptide cleavage; inhibition, % at 6.95 µM; 370,000 tested, 0.83% active;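 active = inhibition above the mean of compounds lying between control limits plus 3 SD, set per campaign, cut at about 8.5% in these data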;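 also: 0% = DMSO-only wells as the low control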
# PLC-beta3 inh – PLC-beta3 (human) inhibition, primary screen; inhibition, % at 12.2 µM; AID 720704; 370,000 tested, 0.18% active; Q01970; Purified PLC-beta3, fluorogenic substrate, fluorescence; in the data active = inhibition above about 11%;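 also: 0% = median of compound wells on plate and 100% = full blocker control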
# SMARCA2 activ – activators of SMARCA2 function. AID 652017. activation, % at 9.1 µM. 370,000 tested, 1% active. MG213 cells, MMTV-luciferase reporter, dexamethasone, overnight; in the data active = activation above about 7.8%;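 also: 0% = vehicle wells and 100% = reference activator wells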
# PLC-gamma1 inh – PLC-gamma1 (human) inhibition, primary screen; purified PLC-gamma1, fluorogenic substrate, fluorescence; P19174; 370,000 tested, 0.84% active; inhibition, % at 12.2 µM; in the data active = inhibition above about 9.5%
# ssDAF12 agonist – activators of S. stercoralis DAF-12 nuclear receptor; HEK293 ssDAF-12/GRIP1 lit1-tk-luc reporter, luminescence; % of 3 µM dafachronic acid response; activation, % at 6.8 µM; 370,000 tested, 1% active; AID 652126;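 active = activation above the mean over all tested compounds plus 3 SD, cut at about 0.9% in these data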;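 also: 0% = DMSO-only wells and 100% = 3 µM delta7-dafachronic acid wells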
# Rev-erbA mod – Rev-erb alpha (human) modulation | P20393 | Rev-erbα–FITC-DNA binding, fluorescence polarization, 90 min | activity, % at 10 µM | 370,000 tested, 0.79% active | AID 1259318;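 active = activity above about 14%, limit read from the data; passing the limit was not always enough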;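 also: 0% = DMSO wells with 35 nM protein and 100% = DMSO wells with 750 nM protein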
# MBD2 inh – blocks human MBD2 binding to methylated DNA; TR-FRET, MBD2 binding to methylated oligonucleotide; Q9UBB5; inhibition, % at 4.4 µM; 370,000 tested, 0.31% active; in the data active = inhibition above about 13%
# Target sequence (Q9UBB5 whole entry, looked up): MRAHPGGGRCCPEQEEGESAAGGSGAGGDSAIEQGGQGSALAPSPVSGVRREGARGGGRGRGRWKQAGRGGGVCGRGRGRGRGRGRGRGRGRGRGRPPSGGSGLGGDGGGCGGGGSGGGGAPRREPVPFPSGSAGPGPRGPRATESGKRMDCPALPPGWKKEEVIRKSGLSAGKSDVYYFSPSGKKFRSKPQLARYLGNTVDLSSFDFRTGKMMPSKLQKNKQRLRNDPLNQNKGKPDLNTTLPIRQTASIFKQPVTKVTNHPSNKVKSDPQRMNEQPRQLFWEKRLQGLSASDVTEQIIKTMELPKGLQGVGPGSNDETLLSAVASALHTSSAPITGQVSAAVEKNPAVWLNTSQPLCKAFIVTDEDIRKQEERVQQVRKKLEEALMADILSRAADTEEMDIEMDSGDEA
# hcDAF-12 act – activators of H. contortus DAF-12 nuclear receptor. activation, % at 6.8 µM. HEK293 hcDAF-12 lit1-tk-luc reporter, luminescence; 0% DMSO, 100% Δ7-dafachronic acid. 370,000 tested, 1.4% active;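 active = activation above the mean of all tested compounds plus 3 SD, cut at about 5.5% in these data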;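 also: 100% = response to 3 µM Δ7-dafachronic acid high control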
# Active calls of the source: *; . = no result given.
# Fields – DAX1 inh-1	DAX1 inh-2	hgDAF12 agonist	ADAM17 inh	PLC-beta3 inh	SMARCA2 activ	PLC-gamma1 inh	ssDAF12 agonist	Rev-erbA mod	MBD2 inh	hcDAF-12 act
- CCOc1ccc(N2C(=O)CC(N(CCc3ccc(S(N)(=O)=O)cc3)C(C)=O)C2=O)cc1 (centres undefined)
→ 0.9	0.5	-0.9	-5	-5	-1	2	-1.1	3	1	-0.9
- Clc1ccccc1Cn1ccc2ccc(-c3ccc4ccn(Cc5ccccc5Cl)c4c3)cc21
→ -0.8	.	-0.2	-14	-74	-2	-52	-1.1	10	-1	-1.7
- COC(=O)Cc1ccc(OCC(=O)NC2CCCC2)cc1
→ 0.8	0.8	2.6	-1	-2	-1	0	-1.6	-10	-6	-1.3
- Cc1cc(C)c2[nH]c(=S)cc(C)c2c1
→ -0.2	0.7	3.9	-3	2	2	4	-0.9	8	0	0.4
- CC(=O)Nc1ccc(NC(=O)C(C)OC(=O)CNS(=O)(=O)c2cccc(Cl)c2)cc1 (centres undefined)
→ -0.4	0.0	-1.4	-4	-4	-5	0	-0.6	1	0	0.2
- COc1ccccc1N1CCN(/N=C/C=C/c2ccccc2[N+](=O)[O-])CC1
→ -1.0	-0.7	1.4	2	-6	4	0	-1.1	4	1	-1.3
- Cc1c(C(=O)OCC(=O)N(C)CC(=O)Nc2ccc(F)cc2)oc2ccccc12
→ 0.3	-0.1	2.5	0	-6	0	2	-1.2	-3	-2	0.1
- Cc1nc(C(F)(F)F)ccc1C(=O)N1CCC1(C)C(=O)NS(=O)(=O)c1cccc(C#N)c1 (centres undefined)
→ -0.2	.	0.5	-4	3	-3	2	-0.9	-3	-2	-1.2
- Cc1cc(C)cc(NC(=O)CN2CCC(NC(=O)c3cccc(F)c3)CC2)c1
→ 0.1	-0.8	-0.2	0	5	0	5	-1.1	-1	-7	-1.2
- COc1ccc([C@H]2CC(=O)C=C(c3cc(Cl)ccc3OC)C2)cc1
→ -0.7	1.5	-0.3	-2	-31	-2	-19	-1.6	-2	5	-0.9
- COCCn1c(-c2ccccc2)cnc1SCC(=O)Nc1cccc2ccccc12
→ 0.0	-0.5	0.3	-1	-2	-1	-2	-0.9	2	2	-1.3
- COc1cccc(NC(=O)C2(C)CCCN(C(C)C)C2)c1 (centres undefined)
→ 0.3	.	3.7	2	1	-1	4	-1.0	-4	0	-0.1
- CCSc1ccc(-c2cc(NC=O)c3ncc(-c4cccc(C(=O)NCCN(C)C)c4)n3c2)cc1
→ -0.8	.	2.4	2	-116	-4	-80	-1.3	13	4	-2.0
- C=CCN1C(=O)c2ccccc2Sc2ccc(C(=O)NCCC)cc21
→ -0.7	-0.2	-3.3	-2	-3	-3	2	-1.0	1	-3	-1.3
- OC(c1ccc(F)cc1)c1nc(-c2cncnc2)cs1 (centres undefined)
→ -0.9	.	0.7	-6	-8	-2	5	-0.7	-7	2	-1.2
- CN=C(N)NCCC[C@H](N)C(=O)O
→ 0.8	0.0	-0.2	-2	3	-1	0	-0.9	3	-5	0.7
- CCc1nc2c(OCc3ccc(Cl)cc3)cccn2c1N(C)C(=O)c1ccccc1F
→ -2.0	.	-1.3	4	-1	0	2	-1.9	2	4	-2.5
- Cc1noc(C)c1COC(=O)c1ccc2ccccc2n1
→ -0.2	-0.1	-1.5	-5	1	0	4	-0.8	2	2	0.8
- Cc1cccc(CC(=O)Nc2c3c(nn2-c2cccc(Cl)c2)CS(=O)C3)c1 (centres undefined)
→ -0.1	0.4	0.7	0	2	2	6	-1.6	1	-3	-1.3
- Cc1cccc(NC(=O)c2csnn2)n1
→ 0.1	0.5	-2.7	-6	-1	5	-3	-1.3	-2	3	0.9
- Cc1cc(CN2CCCCC2)oc1C(=O)O
→ -0.3	-0.1	2.4	-3	2	1	-1	-1.3	0	1	-0.5
- O=C1OCCN1CC(=O)N1CCc2c([nH]c3ccccc23)C1c1ccccn1 (centres undefined)
→ -1.0	0.6	-2.4	-3	-12	-4	-5	-0.9	5	7	-2.0
- CN1C(=O)[C@@](O)(c2cn(C)c3ccccc23)c2ccccc21
→ 0.6	.	7.6	-1	-1	2	0	0.5	1	3	3.7
- Cc1ccc2nc(NC(=O)CSc3ncnc4c3oc3ccccc34)sc2c1
→ -1.0	1.2	-0.8	0	-1	1	1	-0.5	9	-1	3.7

# 3 entries from above, ordered by molecular weight, smallest number first.
# Fields – DAX1 inh-1	DAX1 inh-2	hgDAF12 agonist	ADAM17 inh	PLC-beta3 inh	SMARCA2 activ	PLC-gamma1 inh	ssDAF12 agonist	Rev-erbA mod	MBD2 inh	hcDAF-12 act
- O=C1OCCN1CC(=O)N1CCc2c([nH]c3ccccc23)C1c1ccccn1 (centres undefined)
→ -1.0	0.6	-2.4	-3	-12	-4	-5	-0.9	5	7	-2.0
- CCOc1ccc(N2C(=O)CC(N(CCc3ccc(S(N)(=O)=O)cc3)C(C)=O)C2=O)cc1 (centres undefined)
→ 0.9	0.5	-0.9	-5	-5	-1	2	-1.1	3	1	-0.9
- CCSc1ccc(-c2cc(NC=O)c3ncc(-c4cccc(C(=O)NCCN(C)C)c4)n3c2)cc1
→ -0.8	.	2.4	2	-116	-4	-80	-1.3	13	4	-2.0

# Entries of single compounds, looked up by structure. Screens in order: DAX1 inh-1	DAX1 inh-2	hgDAF12 agonist	ADAM17 inh	PLC-beta3 inh	SMARCA2 activ	PLC-gamma1 inh	ssDAF12 agonist	Rev-erbA mod	MBD2 inh	hcDAF-12 act
# Listed for Cc1nc(C(F)(F)F)ccc1C(=O)N1CCC1(C)C(=O)NS(=O)(=O)c1cccc(C#N)c1 (centres undefined) → -0.2	.	0.5	-4	3	-3	2	-0.9	-3	-2	-1.2
# Listed for COC(=O)Cc1ccc(OCC(=O)NC2CCCC2)cc1 → 0.8	0.8	2.6	-1	-2	-1	0	-1.6	-10	-6	-1.3
# Listed for Cc1cccc(CC(=O)Nc2c3c(nn2-c2cccc(Cl)c2)CS(=O)C3)c1 (centres undefined) → -0.1	0.4	0.7	0	2	2	6	-1.6	1	-3	-1.3
# Listed for CC(=O)Nc1ccc(NC(=O)C(C)OC(=O)CNS(=O)(=O)c2cccc(Cl)c2)cc1 (centres undefined) → -0.4	0.0	-1.4	-4	-4	-5	0	-0.6	1	0	0.2
# Listed for CCSc1ccc(-c2cc(NC=O)c3ncc(-c4cccc(C(=O)NCCN(C)C)c4)n3c2)cc1 → -0.8	.	2.4	2	-116	-4	-80	-1.3	13	4	-2.0

# Bioassay records: PubChem, several laboratories
